Tat export inh = blocks Tat-dependent protein export in E. coli | AID 488895 | inhibition, % at 10 µM | E. coli MC4100 TorA-mCherry Tat export, fluorescence | actives 0.036% (n = 340,000);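 active = mean replicate inhibition at least 50% and at least half of replicates individually reaching 50%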;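 note: exported cargo escapes ClpAP degradation while cytoplasmic cargo is degraded and loses fluorescence; 0% = median of neutral control wells and 100% = median of NaSCN control wells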
Wnt bcat act = Wnt/beta-catenin pathway activation. Wnt/beta-catenin reporter cell assay, activator, plate reader. actives 1.2% (n = 300,000). activation, % at 9.35 µM; in the data active = activation above about 30%, passing the limit was not always enough;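 note: 0% = neutral control wells and 100% = positive control wells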
dFosB activator = mouse delta FosB homodimer activation | actives 0.99% (n = 340,000) | purified delta FosB, TAMRA-CDK5 oligo fluorescence polarization; percent of positive-control signal above neutral wells | activation, % at 25 µM | AID 493131 | P13346;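 active = mean activation above about 17%, with every replicate also reaching it, limit read from the data, passing the limit was not always enough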;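 note: fluorescence polarization rise as delta FosB binds a TAMRA Cdk5 AP-1 oligo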
Rtt109 HAT inh = inhibitors of Candida albicans Rtt109/Vps75 histone acetyltransferase; inhibition, % at 34.9 µM; actives 0.16% (n = 330,000); AID 540336; purified Rtt109/Vps75, ThioGlo CoA-SH fluorescence, 4 h;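 active = inhibition of at least 50% in every replicate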
Target sequence (Q5AAJ8 whole entry, looked up): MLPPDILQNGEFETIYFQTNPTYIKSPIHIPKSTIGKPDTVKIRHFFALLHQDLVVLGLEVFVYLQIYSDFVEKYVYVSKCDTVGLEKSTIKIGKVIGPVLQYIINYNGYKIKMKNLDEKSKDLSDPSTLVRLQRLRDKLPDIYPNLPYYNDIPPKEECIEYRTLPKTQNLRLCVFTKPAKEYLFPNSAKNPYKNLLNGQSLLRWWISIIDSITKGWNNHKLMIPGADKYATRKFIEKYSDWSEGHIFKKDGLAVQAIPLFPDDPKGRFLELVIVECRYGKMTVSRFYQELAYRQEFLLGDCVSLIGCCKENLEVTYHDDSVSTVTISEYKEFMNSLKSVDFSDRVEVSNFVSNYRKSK
CAL PDZ FP-1 = inhibitors of human CAL PDZ peptide binding; inhibition, % at 20 µM; AID 504414; purified CAL PDZ, TMR-peptide fluorescence polarization, 1 h; Q9HD26; actives 0.02% (n = 330,000);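 active = highest replicate inhibition of at least 40%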;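 note: plate controls were DMSO neutral control wells for no effect and unlabeled competitor peptide control wells for full effect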
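Test system: tagged CAL PDZ domain / Buffer or medium: sodium phosphate/NaCl buffer pH 7.4 with TCEP, IgG, Thesit / Reagent: TMR-labelled reporter peptide T*-PRC34 bound in PDZ groove / Compound dosing: single point, 20 µM / Schedule: 1 h incubation at room temperature before polarization reading / Technique: fluorescence polarization (mP) / Benchmarks: unlabelled peptide, DMSO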
cardiac RTF act = increases calcium sensitivity of human cardiac regulated thin filaments | P19429+P45379 | IANBD-labeled TnC RTF fluorescence at EC20 calcium; 0% EC20 calcium, 100% full calcium | activation, % at 7.2 µM | actives 0.24% (n = 340,000);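 active = activation above the mean over all tested compounds plus 3 SD, cut at about 30% in these data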;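 note: rise in fluorescence read as greater calcium sensitivity of cardiac thin filaments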
MITF act = activators of MITF-driven TRPM1 promoter activity in SK-MEL-5 cells. actives 0.75% (n = 300,000). SK-MEL-5 TRPM1-promoter luciferase, 24 h; % of positive control, neutral wells = 0. AID 588334. activation, % at 12.5 µM;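 active = mean activation of at least 80% with every replicate also reaching 80%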;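 note: 0% = neutral control wells and 100% = parthenolide positive control wells; values of inactives mirror those of a sister screen read the other way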
V-ATPase pH = alters yeast V-ATPase proton transport | S. cerevisiae, pHLuorin cytosolic pH fluorescence | actives 0.37% (n = 350,000) | response, % at 10 µM; in the data active = response mostly above about 7.3%, no sharp cut-off; inactive = mostly below about 5.4%; note: actives read high; inactives centre near 0; some compounds called inactive have numbers as strong as hits
CDK5 inh = blocks human CDK5/p35 kinase activity. Recombinant CDK5/p35, ADP-Glo luminescence, 60 min. actives 0.01% (n = 330,000). AID 488839. Q00535+Q15078. inhibition, % at 10 µM;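 active = highest replicate inhibition of at least 50% and at least 75% of replicates reaching 50%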;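 note: plate controls were DMSO neutral control for no effect and GW8510 at 10 µM for full effect; many of its hits are not listed in these tables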
Target sequence (Q00535 whole entry, looked up): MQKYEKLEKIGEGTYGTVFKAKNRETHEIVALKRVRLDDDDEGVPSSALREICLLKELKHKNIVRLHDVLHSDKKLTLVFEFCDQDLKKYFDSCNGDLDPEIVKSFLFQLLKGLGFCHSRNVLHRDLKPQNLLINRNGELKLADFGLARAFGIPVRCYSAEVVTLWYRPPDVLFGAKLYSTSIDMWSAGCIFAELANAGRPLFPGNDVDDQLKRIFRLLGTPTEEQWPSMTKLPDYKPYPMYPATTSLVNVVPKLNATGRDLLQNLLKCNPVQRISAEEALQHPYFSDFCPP
Target sequence (Q15078 whole entry, looked up): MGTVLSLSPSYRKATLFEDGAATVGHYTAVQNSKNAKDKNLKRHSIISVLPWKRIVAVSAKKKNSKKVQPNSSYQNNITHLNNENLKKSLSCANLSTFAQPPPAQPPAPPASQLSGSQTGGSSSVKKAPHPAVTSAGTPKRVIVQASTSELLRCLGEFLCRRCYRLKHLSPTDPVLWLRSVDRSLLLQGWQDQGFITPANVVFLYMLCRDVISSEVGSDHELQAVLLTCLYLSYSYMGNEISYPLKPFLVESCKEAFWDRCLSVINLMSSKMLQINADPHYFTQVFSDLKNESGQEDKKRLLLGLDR
CAL PDZ FP-2 = blocks peptide binding to the human CAL PDZ domain; actives 0.92% (n = 300,000); purified CAL PDZ, TMR-peptide fluorescence polarization, 1 h; AID 602252; Q9HD26; inhibition, % at 24.9 µM;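 active = mean inhibition of at least 30% with at least half of replicates also reaching 30%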;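 note: 0% = DMSO neutral control and 100% = excess unlabeled competitor peptide PRC23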
* marks the source's active call; other numbers are inactive results; nt = no result given.

Molecule	Tat export inh	Wnt bcat act	dFosB activator	Rtt109 HAT inh	CAL PDZ FP-1	cardiac RTF act	MITF act	V-ATPase pH	CDK5 inh	CAL PDZ FP-2
CNCc1cc(Br)c(OCC(=O)Nc2ccccc2OC)c(OC)c1	-5	-4	-11	-6	-1.9	-4	13	3	-1.7	-7
Cc1cccc(NC(=S)N/N=C2\CC(C)(C)Oc3ccc(O)cc32)c1	-5	-10	0	5	-1.5	-5	30	0	0.3	0
O=[N+]([O-])c1ccc(N2CCN(S(=O)(=O)c3ccccc3)CC2)cc1NCc1cccnc1	2	nt	-1	7	0.9	-2	-1	-3	0.5	-2
Cc1c(C)[n+](=O)c(-c2ccc(F)cc2)c(C)n1[O-]	-4	8	0	6	0.7	1	nt	2	-0.2	-1
COc1cc(C2C(C#N)=C(N)OC3=C2C(=O)CCC3)c([N+](=O)[O-])cc1OC (stereo unspecified)	-2	nt	-12	0	-4.8	13	nt	1	-1.6	0
CCCc1nnc(NC(=O)COc2ccc3c(c2)OCO3)s1	-10	5	-4	-2	-0.8	-2	8	-1	-2.0	2
N#Cc1nc(-c2ccc(OCc3ccc(Cl)cc3)cc2)oc1N1CCOCC1	-6	0	-3	nt	-2.8	7	-23	1	-1.0	-4
CCOc1ccc(NC(=S)Nc2cccc3ccccc23)cc1	7	31*	-5	7	-2.0	-5	14	-1	-2.8	4
O=C(NNC(=O)c1ccc(F)cc1F)c1ccc(-n2cnnn2)cc1	-1	1	-3	-5	-3.5	-1	2	1	-0.9	-2
Cc1ccc(NC(=S)NCc2ccco2)c(C)c1	-10	1	-1	-4	0.1	-2	0	-6	1.2	-4
CCOC(=O)N1CCN(C(=O)Cn2ncc3c2-c2ccccc2OC3)CC1	4	-2	-6	-1	-1.2	-5	6	8	-0.6	nt
O=C1CSC(=S)N1N=C1CCCCCC1	-19	6	-4	-9	-0.6	-1	6	1	1.2	5
Cc1nc2c([nH]1)C1(CCN(Cc3ccccc3)CC1)C(C#N)=C(N)O2	12	-3	-10	8	-1.8	10	-4	-1	1.8	2
Cc1nn2c(COc3ccc(NC(=O)c4ccccc4)cc3)nnc2c2ccccc12	-6	nt	8	-8	-3.0	-3	5	2	-1.5	-2
CCCCC(=O)NC(=O)NC(c1ccccc1)c1ccccc1	-9	-3	1	1	-0.3	-3	nt	-3	-0.4	-4
COc1cc(OC)c(OC)cc1/C=C1\CCC/C(=C\c2cc(OC)c(OC)cc2OC)C1=O	-4	3	-12	11	-1.0	6	-31	2	1.5	-9
CC(C)CN(C(=O)c1cc(Cl)nc2ccccc12)c1c(N)n(Cc2ccccc2)c(=O)[nH]c1=O	-11	-3	14	-1	-1.1	-6	-3	0	-4.7	-9
O=C(Cc1cccc(NC(=O)C2CCCN(C(=O)C3CCCC3)C2)c1)Nc1cccc(C(=O)N2CCCCC2)c1 (stereo unspecified)	2	-1	-9	-4	0.2	-7	5	-1	0.3	-4
C=CCSc1nc(C)c(Cc2cccc3ccccc23)c(=O)[nH]1	1	1	-1	-5	-1.1	4	14	-1	0.4	0
CC(=O)N1N=C(C)CC1c1ccc(OCc2ccccc2)cc1 (stereo unspecified)	-3	-4	-2	8	-0.9	-4	9	1	0.6	-2
O=C(c1cccc(NS(=O)(=O)c2ccccc2)c1)N1CCN(c2ccccc2)CC1	-1	-3	-7	5	-2.2	-5	-1	-6	0.6	-4
C/C(=N\NC(=O)c1ccc([N+](=O)[O-])cc1)c1c(O)cc(C)oc1=O	-3	0	0	-2	-0.1	3	2	1	1.8	0
Cc1cc(Cl)ccc1OCC(=O)Nc1ccncc1	-7	-1	-5	-3	-0.3	2	10	4	-6.1	-2
COC(=O)COc1ccc2c(c1)O/C(=C\c1cccc([N+](=O)[O-])c1)C2=O	-4	0	-8	-9	-4.6	3	-2	13*	1.4	-2

Whole records as entered above. Screens in order: Tat export inh | Wnt bcat act | dFosB activator | Rtt109 HAT inh | CAL PDZ FP-1 | cardiac RTF act | MITF act | V-ATPase pH | CDK5 inh | CAL PDZ FP-2
CC(=O)N1N=C(C)CC1c1ccc(OCc2ccccc2)cc1 (stereo unspecified) as listed: -3 | -4 | -2 | 8 | -0.9 | -4 | 9 | 1 | 0.6 | -2
Cc1cc(Cl)ccc1OCC(=O)Nc1ccncc1 as listed: -7 | -1 | -5 | -3 | -0.3 | 2 | 10 | 4 | -6.1 | -2

Next section:
Molecule	Tat export inh	Wnt bcat act	dFosB activator	Rtt109 HAT inh	CAL PDZ FP-1	cardiac RTF act	MITF act	V-ATPase pH	CDK5 inh	CAL PDZ FP-2
CCCCN(C(=O)CSc1nc2ccccc2s1)c1c(N)n(CCCC)c(=O)[nH]c1=O	0	-1	3	5	-1.1	-1	-22	5	0.3	-3
Cc1ccc(CN2CC(C(=O)OCc3ccccc3Cl)CC2=O)cc1 (stereo unspecified)	4	-1	-6	3	0.0	-2	-4	2	1.5	0
CN(Cc1ccccc1)C(=O)c1ccccc1C(=O)OCC(=O)N(Cc1ccccc1)C(C)(C)C	10	-3	-20	-3	0.1	2	-11	2	-1.6	nt
CS(=O)(=O)NCc1ccc(C(=O)NCCOc2ccccc2)cc1	19	16	-7	10	-2.9	11	44	-16	0.7	nt
CCCCNC(=O)Nc1ccccc1C(=O)NCCC	13	-11	-6	1	-2.3	8	-14	0	1.1	-2
Cc1c(NC(=O)CSc2nc(N)cc(N)n2)c(=O)n(-c2ccccc2)n1C	-7	-2	1	-2	-2.0	1	-2	-3	-1.5	5
COc1ccc(CN2C(=O)c3ccccc3C2C(=O)NC2CCC(C)CC2)c(OC)c1 (stereo unspecified)	-6	4	-3	-1	-1.4	-1	6	0	-2.5	-2
CC(=O)c1sc(NC(=O)COc2ccc(C)c(C)c2)nc1C	-1	-6	-4	3	-0.7	-3	-8	0	-1.4	-1
COc1ccc(OCC(O)CNC(=O)Nc2ccc(C(C)(C)C)cc2)cc1 (stereo unspecified)	2	-1	-1	3	-0.7	8	-6	-2	-1.6	-5
NC(N)=NCCCS(=O)(=O)Nc1ccc(Nc2c3ccccc3nc3cc([N+](=O)[O-])ccc23)cc1	-2	-2	4	3	0.5	-4	nt	3	7.0	-4
O=C(Nc1ccon1)c1nc[nH]c1C(=O)NCc1ccccc1	6	0	-10	3	-0.8	2	12	-5	0.9	-2
CCc1nnc(NC(=O)c2ccc(Cl)nc2)s1	-11	0	-2	-9	-1.3	0	52	0	-2.1	nt
Cc1nn(-c2ccccc2)c(Cl)c1/C=C1\C(=O)N(C)C(=S)N1C	-5	-1	-6	3	0.0	4	19	47*	-2.3	nt
O=C(NC1CCCCC1)C(c1ccco1)N(C(=O)c1csnn1)c1ccc(Cl)cc1 (stereo unspecified)	2	-10	-19	21	0.2	-7	nt	8	2.4	-5
COc1cc(C)c(C#N)c(OC)n1	1	nt	1	-3	nt	-4	13	2	0.2	-3
CCn1c(/C=C/c2c[nH]c3ccccc23)nc2ccccc2c1=O	-1	9	-8	-32	2.8	-5	114*	-2	-0.1	-2
CC1CCN(c2nc3c(c(=O)[nH]c(=O)n3C)n2Cc2ccccc2Cl)CC1	5	-4	-7	6	-0.7	2	nt	4	-1.5	nt
NNc1nc(-c2ccccc2Cl)nc2ccccc12	-4	4	-3	-3	-2.5	3	-8	1	-0.3	1
CC(=O)Nc1ccc2c(CSc3nnc(-c4cccnc4)n3-c3ccc(C)cc3C)cc(=O)oc2c1	-1	-9	2	23	-3.1	-8	5	0	0.3	0
Cc1ccc2c(c1)nnn2C1CCN(S(C)(=O)=O)CC1	-2	-6	0	-13	0.0	1	nt	-1	1.2	-4
COC(=O)CSc1nc(C2CC2)nc2ccccc12	0	-3	-11	-4	-2.9	4	2	2	0.4	-1
Cc1ccc(S(=O)(=O)NC(=O)COc2ccccc2)cc1	-7	-1	-10	13	0.1	0	-7	2	-0.5	nt
COC(=O)c1ccc(C)c(NC(=O)CSc2sc3c(O)cc(=O)[nH]c3c2C#N)c1	-6	0	-10	-10	-3.4	4	-8	1	-0.1	-8

In another format: results already given
Results follow in this order: Tat export inh, Wnt bcat act, dFosB activator, Rtt109 HAT inh, CAL PDZ FP-1, cardiac RTF act, MITF act, V-ATPase pH, CDK5 inh, CAL PDZ FP-2
- CCCCC(=O)NC(=O)NC(c1ccccc1)c1ccccc1
 : -9, -3, 1, 1, -0.3, -3, nt, -3, -0.4, -4
- COc1cc(OC)c(OC)cc1/C=C1\CCC/C(=C\c2cc(OC)c(OC)cc2OC)C1=O
 : -4, 3, -12, 11, -1.0, 6, -31, 2, 1.5, -9
- CC(C)CN(C(=O)c1cc(Cl)nc2ccccc12)c1c(N)n(Cc2ccccc2)c(=O)[nH]c1=O
 : -11, -3, 14, -1, -1.1, -6, -3, 0, -4.7, -9
- O=C(Cc1cccc(NC(=O)C2CCCN(C(=O)C3CCCC3)C2)c1)Nc1cccc(C(=O)N2CCCCC2)c1 (stereo unspecified)
 : 2, -1, -9, -4, 0.2, -7, 5, -1, 0.3, -4
- C=CCSc1nc(C)c(Cc2cccc3ccccc23)c(=O)[nH]1
 : 1, 1, -1, -5, -1.1, 4, 14, -1, 0.4, 0
- CC(=O)N1N=C(C)CC1c1ccc(OCc2ccccc2)cc1 (stereo unspecified)
 : -3, -4, -2, 8, -0.9, -4, 9, 1, 0.6, -2
- O=C(c1cccc(NS(=O)(=O)c2ccccc2)c1)N1CCN(c2ccccc2)CC1
 : -1, -3, -7, 5, -2.2, -5, -1, -6, 0.6, -4
- C/C(=N\NC(=O)c1ccc([N+](=O)[O-])cc1)c1c(O)cc(C)oc1=O
 : -3, 0, 0, -2, -0.1, 3, 2, 1, 1.8, 0
- Cc1cc(Cl)ccc1OCC(=O)Nc1ccncc1
 : -7, -1, -5, -3, -0.3, 2, 10, 4, -6.1, -2
- COC(=O)COc1ccc2c(c1)O/C(=C\c1cccc([N+](=O)[O-])c1)C2=O
 : -4, 0, -8, -9, -4.6, 3, -2, 13*, 1.4, -2
- CCCCN(C(=O)CSc1nc2ccccc2s1)c1c(N)n(CCCC)c(=O)[nH]c1=O
 : 0, -1, 3, 5, -1.1, -1, -22, 5, 0.3, -3

Source: PubChem BioAssay
